Source: PubChem BioAssay (The Scripps Research Institute Molecular Screening Center)
LEDGF integ inh: blockers of LEDGF/p75-dependent integrase strand transfer – biochemical, TR-FRET, high throughput, primary screen | HIV-1 integrase (with human LEDGF/p75) | TR-FRET IN-LEDGF/p75 DNA integration, Eu/Cy5 | inhibition, % at 3.7 µM | actives 0.64% (n = 370,000);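 active means inhibition above the screen-wide mean plus 3 SD, cut at about 13% in these data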;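 further: signal is the Cy5 over europium emission ratio at 671 and 618 nm; 0% = plate median of compound wells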
TDP2 inh: human TDP2 enzyme inhibitors, primary screen, biochemical, epi absorbance, recombinant enzyme; AID 720702, 2013; actives 0.34% (n = 370,000); inhibition, % at 12.8 µM; Tyrosyl-DNA phosphodiesterase 2 (Homo sapiens), O95551; T5PNP hydrolysis, p-nitrophenol absorbance 415 nm;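 active means inhibition above the mean of all tested compounds plus 3 SD, set per campaign, cut at about 25% in these data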;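 further: 0% = DMSO with enzyme and 100% = buffer with substrate but no TDP2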
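Incubation: 2 h at 37 °C; Test system: recombinant human TDP2; Quantity: enzyme 120 nM; Read-out basis: percent inhibition; Medium: 50 mM Tris-HCl pH 7.5 with Mg2+, KCl, DTT, BSA; Repeats: single replicate; Compound: 12.8 µM single point, 1% DMSO; Signal: epi absorbance; Reagent: 5 mM T5PNP chromogenic substrate; Benchmarks: no-enzyme high, DMSO-plus-enzyme low.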
DDE Tn7 FP inh: inhibitors of Tn7 peptide binding to fibrin DD(E), primary screen, biochemical, fluorescence polarization, human fibrin, Tn7 probe | Fibrinogen beta chain (Homo sapiens), P02675 | FP displacement of FITC-Tn7 peptide from fibrin DD(E); 0% = median of compound wells per plate | inhibition, % at 8.3 µM | actives 0.13% (n = 370,000);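 active means inhibition above the mean of compounds falling within the control limits plus 3 SD of them, cut at about 14% in these data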;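 further: 0% = plate median of compound wells and 100% = 10 µM Aha-Tn7 peptide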
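Assay system: Fibrin-DD(E) protein isolated from polymerized human fibrin clots; read-out basis: percent inhibition; medium: Tris/NaCl/CaCl2 buffer, pH 7.8; signal: FP measurement; incubation: 10 min plus 3 h, room temperature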
PG9 binder: binders of HIV-1 gp120 antibody PG9, primary screen, biochemical, TR-FRET; TR-FRET gp120-PG9 antibody binding; inhibition, % at 6.7 µM; HIV-1 gp120 / PG9 antibody interaction; actives 0.43% (n = 360,000); in the data active means inhibition above about 8.5%
mABHD4 FP: ABHD4 inhibitors, primary screen, biochemical, fluorescence polarization, mouse; purified mABHD4, FP-Rh probe fluorescence polarization; inhibition, % at 8.92 µM; actives 0.54% (n = 370,000); AID 720543, 2013;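 active means inhibition exceeding the mean over every tested compound plus 3 SD, cut at about 30% in these data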;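 further: 0% = plate median of compound wells and 100% = S159A mutant with DMSO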
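Assay system: wild-type mouse ABHD4 protein; compound: single nominal dose of 8.92 µM, 0.89% DMSO final; schedule: 45 min + 60 min at 25 °C; measured by: FP readout, ex 525 nm / em 598 nm; evaluation: % inhibition of FP-Rh probe binding versus controls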
HTRA1 inh: HTRA1 serine protease inhibitors, primary screen, biochemical, fluorescence polarization, HTS. recombinant HTRA1, FP-rhodamine activity-based probe. actives 0.5% (n = 340,000). inhibition, % at 5.96 µM; in the data active means inhibition above about 36%;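 further: 0% = enzyme with DMSO and 100% = wells lacking enzyme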
UHRF1 binding: UHRF1 methylated DNA binding inhibitors, primary screen, counter-screen for MBD2 inhibitor project, biochemical, TR-FRET, human UHRF1, single concentration; UHRF1 binding to methylated oligo; inhibition, % at 4.4 µM; actives 0.75% (n = 370,000); AID 687016, 2013; in the data active means inhibition above about 21%;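 further: UHRF1 SRA domain binding a hemimethylated CpG hairpin DNA probe; 0% = median of test compound wells and 100% = reference inhibitor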
TCR-CD3 inh: inhibitors of human TCR-CD3 interaction, primary screen, biochemical, fluorescence, TAMRA-labeled TCR probe. inhibition, % at 9.4 µM. actives 0.37% (n = 360,000); in the data active means inhibition above about 19%;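 further: recombinant mutant TCR 2C K166C tagged with TAMRA read by polarization; 0% = receptor in buffer alone and 100% = receptor with positive control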
SIAE primary: human SIAE inhibitors, primary screen, biochemical, fluorescence polarization, FP-Rh probe, 1536-well HTS; SIAE FP-Rh probe binding; inhibition, % at 9.66 µM; actives 0.69% (n = 370,000);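 active means inhibition above a cutoff: mean of compounds within the control limits plus 3 SD of those, cut at about 17% in these data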;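 further: 0% = plate median of compound wells and 100% = probe without SIAE protein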
Target sequence (Q9HAT2 whole entry, looked up): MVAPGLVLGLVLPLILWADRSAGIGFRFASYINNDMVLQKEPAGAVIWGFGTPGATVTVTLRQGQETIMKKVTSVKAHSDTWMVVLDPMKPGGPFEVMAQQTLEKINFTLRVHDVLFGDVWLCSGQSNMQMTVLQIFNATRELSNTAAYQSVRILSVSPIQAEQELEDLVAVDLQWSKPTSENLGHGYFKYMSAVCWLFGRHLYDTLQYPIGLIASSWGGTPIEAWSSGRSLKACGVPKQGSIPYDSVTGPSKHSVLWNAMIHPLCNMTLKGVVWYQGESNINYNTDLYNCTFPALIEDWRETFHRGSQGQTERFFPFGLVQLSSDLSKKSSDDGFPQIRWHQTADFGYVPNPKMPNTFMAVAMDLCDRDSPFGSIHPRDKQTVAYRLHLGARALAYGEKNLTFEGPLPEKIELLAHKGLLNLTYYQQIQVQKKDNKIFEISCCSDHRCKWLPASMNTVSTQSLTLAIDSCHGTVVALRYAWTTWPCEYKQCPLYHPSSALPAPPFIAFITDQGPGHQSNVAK
PRMT1 FP inh: PRMT1 methyltransferase inhibitors, primary screen, biochemical, fluorescence polarization; Protein arginine N-methyltransferase 1 (Homo sapiens), Q99873; recombinant PRMT1, activity-based probe fluorescence polarization; inhibition, % at 2.79 µM; actives 1.3% (n = 370,000); AID 652257, 2013;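 active means inhibition above about 21% made by adding two undisclosed values, limit read from the data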
Target sequence (Q99873 whole entry, looked up): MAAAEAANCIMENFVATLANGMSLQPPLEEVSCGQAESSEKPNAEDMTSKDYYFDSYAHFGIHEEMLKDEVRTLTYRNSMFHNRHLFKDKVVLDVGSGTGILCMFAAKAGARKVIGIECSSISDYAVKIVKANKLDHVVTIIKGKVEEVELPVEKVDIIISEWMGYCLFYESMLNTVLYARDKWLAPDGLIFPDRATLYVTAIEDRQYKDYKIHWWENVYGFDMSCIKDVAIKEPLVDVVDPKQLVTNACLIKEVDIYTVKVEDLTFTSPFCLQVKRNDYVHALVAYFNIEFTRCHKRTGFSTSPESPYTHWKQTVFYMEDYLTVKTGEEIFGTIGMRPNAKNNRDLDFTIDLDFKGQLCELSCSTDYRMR
An asterisk follows results filed as active; x = no result given. Outcome played no part in choosing rows. About 4.2% of those tested had a hit in this group.

Results follow in this order: LEDGF integ inh	TDP2 inh	DDE Tn7 FP inh	PG9 binder	mABHD4 FP	HTRA1 inh	UHRF1 binding	TCR-CD3 inh	SIAE primary	PRMT1 FP inh
1: Cn1cnc(C(=O)N2CCN(C(=O)OC(C)(C)C)CC2)c1C(=O)N1CCN(C(=O)OC(C)(C)C)CC1
 : -3	9	1	0.0	3	5	5	4	4	-1
2: Cn1c(=S)sc2ccc3ccccc3c21
 : -2	-7	1	14*	1	2	-8	-1	4	-1
3: O=C(CNC(=O)c1ccco1)NCC(=O)OCc1ccc(F)cc1
 : -3	0	3	-0.7	3	11	-2	-1	-7	3
4: COc1ccccc1CC(=O)N1CCC(CCC(=O)NC2CC2)CC1
 : -1	-12	-14	-1.1	0	4	0	4	-4	-1
5: CCOC(=O)NN=C1CN(S(=O)(=O)c2ccc(C)cc2)C1
 : -2	-1	6	-0.5	-3	-7	-2	-6	2	4
6: COc1ccc(CCNC(=O)C2CC(=O)N(c3ccccc3)C2)cc1OC (configuration not stated)
 : -1	0	-2	-0.6	4	3	0	3	-7	0
7: CC[N+](CC)(CC#Cc1ccccc1)CC(=O)c1ccc(Cl)cc1
 : 0	6	-4	-2.0	1	-5	-1	-4	3	1
8: CCOC(=O)N1CCC(c2cc(=O)n(-c3ccccc3)[nH]2)CC1
 : 10	79*	-2	0.1	9	2	14	-1	7	0
9: O=C(NCCc1ccccc1)c1ccc(-c2ccccc2Cl)o1
 : 2	-4	-5	0.2	-21	-62	-2	3	-11	-1
10: CN(C)C(=O)c1ccc(NC(=O)c2cccc(S(=O)(=O)N3CCN(Cc4ccccc4)CC3)c2)cc1
 : 3	2	4	-1.0	-7	7	0	1	5	3
11: CC1CC(C)CN(C(=O)CCNC(=O)Cn2cnc3ccccc3c2=O)C1 (configuration not stated)
 : 3	1	0	-0.5	-4	4	0	2	-6	-2
12: CCCn1cc(C(=O)Nc2ccc(Oc3cccnc3)cc2)c2ccccc21
 : -3	3	-4	-0.6	-23	x	-1	-10	-25	4
13: COc1ccc2[nH]c(C(=O)N3CCCN(Cc4ccc(F)cc4)CC3)cc2c1
 : -1	-11	-5	-0.9	2	-5	3	-2	-2	1
14: O=C(COc1cc(Cl)ccc1Cl)Nc1nnc(CC(=O)N2CCOCC2)s1
 : 2	3	-2	1.1	-2	1	-2	-3	0	-2
15: NNC(=O)c1cccn(Cc2ccc(Cl)cc2Cl)c1=O
 : -1	-5	0	1.8	2	-43	-1	-5	-7	5
16: O=S(=O)(NCCOCC(F)(F)C(F)F)c1ccc2oc3ccccc3c2c1
 : -5	-8	6	-0.9	-36	-34	-3	-1	-13	2
17: COc1ccc(CCNC(=O)c2nnn(CC(=O)Nc3cccc(F)c3)c2N)cc1OC
 : -1	-11	-6	-2.9	1	-4	0	-2	0	-2
18: Cc1nc(NCCNC(=O)c2ccco2)c2c(C)c(C)sc2n1
 : 0	3	-7	-1.3	-10	3	-3	3	1	-3
19: Nc1ccc(Nc2nc(-c3cc4ccccc4oc3=O)cs2)cc1
 : 8	7	-2	-2.2	13	24	-3	10	3	4
20: Cc1ccc(S(=O)(=O)CC(O)COc2ccc(F)cc2Cl)c(C)c1 (configuration not stated)
 : 3	10	5	1.7	2	-5	0	-7	2	1

Down the list, as entered above.
TCR-CD3 inh, entries 2–11: -1, -1, 4, -6, 3, -4, -1, 3, 1, 2
PG9 binder, entries 2–11: 14*, -0.7, -1.1, -0.5, -0.6, -2.0, 0.1, 0.2, -1.0, -0.5
mABHD4 FP, entries 2–11: 1, 3, 0, -3, 4, 1, 9, -21, -7, -4

For reference, some entries already given:
Results follow in this order: LEDGF integ inh	TDP2 inh	DDE Tn7 FP inh	PG9 binder	mABHD4 FP	HTRA1 inh	UHRF1 binding	TCR-CD3 inh	SIAE primary	PRMT1 FP inh
1: Cn1cnc(C(=O)N2CCN(C(=O)OC(C)(C)C)CC2)c1C(=O)N1CCN(C(=O)OC(C)(C)C)CC1
 : -3	9	1	0.0	3	5	5	4	4	-1
2: Cn1c(=S)sc2ccc3ccccc3c21
 : -2	-7	1	14*	1	2	-8	-1	4	-1
3: O=C(CNC(=O)c1ccco1)NCC(=O)OCc1ccc(F)cc1
 : -3	0	3	-0.7	3	11	-2	-1	-7	3
4: COc1ccccc1CC(=O)N1CCC(CCC(=O)NC2CC2)CC1
 : -1	-12	-14	-1.1	0	4	0	4	-4	-1
5: CCOC(=O)NN=C1CN(S(=O)(=O)c2ccc(C)cc2)C1
 : -2	-1	6	-0.5	-3	-7	-2	-6	2	4
6: COc1ccc(CCNC(=O)C2CC(=O)N(c3ccccc3)C2)cc1OC (configuration not stated)
 : -1	0	-2	-0.6	4	3	0	3	-7	0
7: CC[N+](CC)(CC#Cc1ccccc1)CC(=O)c1ccc(Cl)cc1
 : 0	6	-4	-2.0	1	-5	-1	-4	3	1
8: CCOC(=O)N1CCC(c2cc(=O)n(-c3ccccc3)[nH]2)CC1
 : 10	79*	-2	0.1	9	2	14	-1	7	0
9: O=C(NCCc1ccccc1)c1ccc(-c2ccccc2Cl)o1
 : 2	-4	-5	0.2	-21	-62	-2	3	-11	-1
10: CN(C)C(=O)c1ccc(NC(=O)c2cccc(S(=O)(=O)N3CCN(Cc4ccccc4)CC3)c2)cc1
 : 3	2	4	-1.0	-7	7	0	1	5	3
11: CC1CC(C)CN(C(=O)CCNC(=O)Cn2cnc3ccccc3c2=O)C1 (configuration not stated)
 : 3	1	0	-0.5	-4	4	0	2	-6	-2
12: CCCn1cc(C(=O)Nc2ccc(Oc3cccnc3)cc2)c2ccccc21
 : -3	3	-4	-0.6	-23	x	-1	-10	-25	4
13: COc1ccc2[nH]c(C(=O)N3CCCN(Cc4ccc(F)cc4)CC3)cc2c1
 : -1	-11	-5	-0.9	2	-5	3	-2	-2	1
14: O=C(COc1cc(Cl)ccc1Cl)Nc1nnc(CC(=O)N2CCOCC2)s1
 : 2	3	-2	1.1	-2	1	-2	-3	0	-2
15: NNC(=O)c1cccn(Cc2ccc(Cl)cc2Cl)c1=O
 : -1	-5	0	1.8	2	-43	-1	-5	-7	5

The listing continues.
Results follow in this order: LEDGF integ inh	TDP2 inh	DDE Tn7 FP inh	PG9 binder	mABHD4 FP	HTRA1 inh	UHRF1 binding	TCR-CD3 inh	SIAE primary	PRMT1 FP inh
21: Cc1cc(C)nc(SCCN2CCOCC2)n1
 : 1	9	4	0.9	-2	-1	-1	7	9	0
22: CCOC(=O)c1cccc(NC(=O)C2CCN(S(=O)(=O)c3cnc[nH]3)CC2)c1
 : -4	6	9	-0.5	-3	3	0	-4	-4	0
23: COc1ccc([N+](=O)[O-])cc1Nc1c2ccccc2nc2ccccc12
 : 5	-3	-10	-1.1	5	5	-3	-1	6	1
24: CCOc1cc(CNCc2cc(OC)cc(OC)c2)ccc1OC
 : 2	17	-1	-1.4	12	-7	-1	10	3	-1
25: O=C(N/N=C/c1cccc(F)c1)c1cc(-c2ccco2)nc2ccccc12
 : 20*	4	5	0.7	3	1	30*	13	4	16
26: O=C1c2cc(O)c(O)cc2S(=O)(=O)C1c1ccccc1 (configuration not stated)
 : 23*	-15	-9	-4.5	24	7	27*	6	2	24*
27: CCC(C)NC(=O)CNC(=S)N(CCCN1CCOCC1)Cc1cccs1 (configuration not stated)
 : -3	-6	3	0.7	4	10	-1	2	2	-2
28: CCS(=O)(=O)c1ccc2oc(SCC(=O)NCCc3ccc(OC)cc3)nc2c1
 : -5	0	3	-1.3	-1	-5	29*	-6	-4	8
29: O=C(Cn1nc(Cc2cccnc2)c2ccccc2c1=O)Nc1ccccc1F
 : -3	6	2	-0.5	3	-1	3	1	-4	2
30: O=C1CCC[C@H]2C[C@H](NCc3ccccc3F)CC[C@]23CCCN13
 : -3	2	0	x	-3	x	0	x	-2	1
31: N/C(CN1CCCCC1)=N\S(=O)(=O)c1cc(Cl)cc(Cl)c1
 : 5	-15	6	-2.0	0	2	1	4	-2	-5
32: O=C(/C=C/c1ccc(F)cc1)NCCc1ccc2c(c1)OCCO2
 : -2	5	1	-0.6	-4	-3	-1	5	-3	-2
33: N#CCc1c[nH]c2ccc([N+](=O)[O-])cc12
 : -1	5	-1	-3.1	-5	-4	-3	10	-4	-3
34: O=C(O)c1ccccc1C(=O)c1ccc(Br)s1
 : 4	13	-1	-0.3	2	-8	13	4	3	0
35: N#Cc1ccc(/C=C2\CC3(OC(=O)c4ccco4)CCCN2C3)cc1 (configuration not stated)
 : -2	-2	2	x	2	x	-1	x	-1	0
36: O=C1N(C2CCCC2)C[C@@H]2C[C@@H](c3cccn3-c3ccccn3)N3CCC[C@@]123
 : 1	13	-3	-2.7	11	3	-2	5	5	2
37: COC(C[C@@H]1O[C@@H]1[C@H](O)[C@H](C)OCc1ccccc1)OC
 : 1	3	-3	0.6	-2	-9	1	7	15	-2
